TRHR enhancer: qHTS for Small Molecule Agonists and Allosteric Enhancers of Human TRH Receptor: Primary Screen for Enhancers; TRHR cells, fluo-8 calcium fluorescence, EC20 TRH enhancement; 0.66% of 360,000 active; AID 493056, 2011; Thyrotropin-releasing hormone receptor (Homo sapiens), P34981; enhancement, % at 2 µM; in the data active = enhancement above about 30%; also: 0% is about no effect
Target sequence (P34981 whole entry, looked up): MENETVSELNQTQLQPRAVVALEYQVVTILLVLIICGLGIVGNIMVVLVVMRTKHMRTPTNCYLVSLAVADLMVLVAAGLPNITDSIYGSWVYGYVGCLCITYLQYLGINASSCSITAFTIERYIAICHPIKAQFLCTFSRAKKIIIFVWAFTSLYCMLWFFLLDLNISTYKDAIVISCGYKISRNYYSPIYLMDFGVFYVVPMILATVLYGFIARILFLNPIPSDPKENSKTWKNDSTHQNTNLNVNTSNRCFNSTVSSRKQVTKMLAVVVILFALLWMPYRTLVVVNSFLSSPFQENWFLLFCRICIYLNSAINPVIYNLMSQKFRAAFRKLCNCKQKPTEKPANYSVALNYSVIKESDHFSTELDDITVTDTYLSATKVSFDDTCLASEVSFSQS
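TRHR-expressing cells loaded with fluo-8 calcium dye were read kinetically (ex 480/em 530) during compound addition, then stimulated with an EC20 of TRH (10 nM final). Enhancement of the Gq-mediated intracellular calcium response was scored.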
D2 potentiator: HTS Assay for Positive Allosteric Modulators of the Human D2 Dopamine Receptor: Primary Screen for Potentiators | D(2) dopamine receptor (Homo sapiens), P14416 | HEK293 T-REx D2, calcium flux, EC20 dopamine potentiation | potentiation, % at 10 µM | 0.34% of 340,000 active;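 active = potentiation over 3 SD above the plate norm, cut at about 30% in these data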; also: 0% is about no effect
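Potentiation of an EC20 dopamine calcium response is measured in a force-coupled, tetracycline-inducible Hek293 Trex D2 line. Compound-only kinetic reads over 180 s flag agonists before dopamine addition.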
Anesthetic bind: qHTS Assay for Identification of Novel General Anesthetics. Potency, µM (titrated, usually from 77.5 µM), inactives show at the highest dose activity change, negative = displacement, usual class: inhibitors. 0.074% of 350,000 active. Ferritin light chain (Equus caballus), P02791. apoferritin/1-aminoanthracene competitive binding, fluorescence; also: potency is read from the fitted curve at half-maximal effect; % is scaled to controls: 0 for no effect and ±100 for the full control effect; nearly all actives have a fitted effect of over 20% in size
Target sequence (P02791 2-175 limits assumed): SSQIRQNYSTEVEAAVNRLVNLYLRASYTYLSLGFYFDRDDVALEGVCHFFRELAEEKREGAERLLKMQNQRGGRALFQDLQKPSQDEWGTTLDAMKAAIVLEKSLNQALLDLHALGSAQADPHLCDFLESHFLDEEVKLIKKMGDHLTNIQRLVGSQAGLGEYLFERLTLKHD
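Concentration-response curves derived by four-parameter Hill fitting of normalized fluorescence, where compounds displaced 1-AMA from 10 uM horse apoferritin following a brief 10 min room-temperature incubation; propofol titration acted as positive control.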
D1 agonist: Allosteric Agonists of the Human D1 Dopamine Receptor: qHTS. HEK293 T-REx D1 cells, calcium flux, agonist mode. 1% of 360,000 active. activation, % at 2 µM. AID 504660, 2011; in the data active = activation above about 30%; also: 0% is about no effect
Target sequence (P21728 whole entry, looked up): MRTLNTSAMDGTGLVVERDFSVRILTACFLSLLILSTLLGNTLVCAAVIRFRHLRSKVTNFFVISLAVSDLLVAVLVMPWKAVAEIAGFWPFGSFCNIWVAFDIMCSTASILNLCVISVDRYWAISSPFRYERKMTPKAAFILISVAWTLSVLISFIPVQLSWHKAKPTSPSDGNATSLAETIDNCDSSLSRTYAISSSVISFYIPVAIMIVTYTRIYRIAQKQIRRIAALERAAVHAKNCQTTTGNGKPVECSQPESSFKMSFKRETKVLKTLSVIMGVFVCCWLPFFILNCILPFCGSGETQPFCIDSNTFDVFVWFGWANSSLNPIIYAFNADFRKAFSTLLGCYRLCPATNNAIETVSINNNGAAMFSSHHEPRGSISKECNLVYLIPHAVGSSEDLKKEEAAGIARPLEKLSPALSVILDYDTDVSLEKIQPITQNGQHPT
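Tetracycline-induced HEK293 TREx D1 cells, force-coupled to calcium signalling, were dye-loaded with a no-wash calcium kit. Compound was pin-added after a 10 s baseline. Fluorescence was read kinetically at 1 cycle/s for 180 s, with calcium rises flagged as agonism.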
TRHR ag: qHTS for Small Molecule Agonists and Allosteric Enhancers of Human TRH Receptor: Primary Screen for Agonists; 0.18% of 360,000 active; AID 493084, 2011; TRHR cells, calcium flux fluo-8, FDSS agonist mode; activation, % at 2 µM; in the data active = activation above about 30%; also: 0% is about no effect
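Agonist-mode FDSS calcium read (Ex 480/Em 530, 1 s cycles) in 1536-well TRHR cells with fluo-8 dye, after 10-cycle baseline and 23 nL compound addition; TRH at EC20 (10 nM final) added afterwards for the enhancer phase.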
D1 antagonist: Antagonist of Human D 1 Dopamine Receptor: qHTS; 3.2% of 360,000 active; AID 504652, 2011; D(1A) dopamine receptor (Homo sapiens), P21728; HEK293 TREx D1 cells, calcium flux, dopamine EC80; hits give low values; activity change, negative = inhibition, % at 10 µM; in the data active = activity change below about -30%; also: % is scaled to controls: 0 for no effect and ±100 for the full control effect
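Inducible Hek293 Trex D1 cells (tetracycline, overnight, 30 C). Calcium dye 30–90 min RT. Antagonist mode: EC80 dopamine added after 180 s compound read.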
D1 PAM: Potentiators of Human D1 Dopamine Receptor: qHTS. D(1A) dopamine receptor (Homo sapiens), P21728. HEK293 TREx D1 cells, calcium flux, dopamine EC20 potentiation. potentiation, % at 10 µM. 0.036% of 360,000 active. AID 504651, 2011; in the data active = potentiation above about 30%; also: 0% is about no effect
RXFP1 antagonist: qHTS Assay for Antagonists of the Relaxin Receptor RXFP1. HEK293-RXFP1, relaxin-stimulated cAMP HTRF, 30 min; hits give low values. activity change, negative = inhibition, % at 57.5 µM. 0.59% of 350,000 active. AID 1259400, 2018;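 active = activity change of -60% or lower, but not beyond a set lower limit; inconclusive = change between -60% and -40%, or beyond the set limit; inactive = change above -40%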; also: % is scaled to controls: 0 for no effect and ±100 for the full control effect
RXFP1 ag: qHTS Assay for Agonists of the Relaxin Receptor RXFP1; AID 2676, 2010; HEK293T-RXFP1 cAMP TR-FRET, 30 min; response scale: percent of porcine relaxin response, buffer zero; Relaxin receptor 1 (Homo sapiens), Q9HBX9; 0.3% of 370,000 active; Potency, µM (titrated, usually from 57.5 µM), inactives show top-dose activation, actives largely listed as activators; also: potency is read from the fitted curve at half-maximal effect; % is scaled to controls: 0 for no effect and ±100 for the full control effect; nearly all actives have a fitted effect of over 60% in size; many of its hits are not listed in these tables
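cAMP rise read by TR-FRET after 30 min, 37C compound exposure (up to 58 uM) in RXFP1-transfected HEK293 cells with Ro 20174 present. EC50 from Hill-equation fits, with 29 nM porcine relaxin as 100% and buffer as basal.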
Active calls of the source: *; ? = inconclusive; nt = not tested or not shown; [ ] = another dose, or the depositor's remark. Unless noted, calls follow the shape of the dose curve; as a rule, active = well fitted curve in the direction sought with a large enough effect; inconclusive = small, poorly fitted or top-dose-only effect, or another doubt; inactive = no such curve, though single readings can be large; an effect the other way counts as inactive or inconclusive. Not all compounds are listed; rates above refer to the full screens.

Start of the data: the first three compounds, to show the layout:
SMILES	TRHR enhancer	D2 potentiator	Anesthetic bind	D1 agonist	TRHR ag	D1 antagonist	D1 PAM	RXFP1 antagonist	RXFP1 ag
Cc1ccc(Cl)cc1Nc1sc(C(=O)c2ccccc2)c(N)c1S(=O)(=O)c1ccccc1	-10	8	15%	54*	5.8	-51*	3	-14	-1.3%
COc1cc(C(=O)Nc2ccc(S(=O)(=O)N3CCCCC3C)cc2)cc(OC)c1OC (configuration not stated)	26	4	?	1	0.4	4	-2	0	-0.8%
O=C(Nc1ccccc1C(=O)O)c1cc(S(=O)(=O)NCc2ccccc2)ccc1Cl	3	16	-4%	4	-1.0	-1	nt	-19	-0.6%

Results (from the top)
SMILES	TRHR enhancer	D2 potentiator	Anesthetic bind	D1 agonist	TRHR ag	D1 antagonist	D1 PAM	RXFP1 antagonist	RXFP1 ag
Cc1ccc(Cl)cc1Nc1sc(C(=O)c2ccccc2)c(N)c1S(=O)(=O)c1ccccc1	-10	8	15%	54*	5.8	-51*	3	-14	-1.3%
COc1cc(C(=O)Nc2ccc(S(=O)(=O)N3CCCCC3C)cc2)cc(OC)c1OC (configuration not stated)	26	4	?	1	0.4	4	-2	0	-0.8%
O=C(Nc1ccccc1C(=O)O)c1cc(S(=O)(=O)NCc2ccccc2)ccc1Cl	3	16	-4%	4	-1.0	-1	nt	-19	-0.6%
CC(Oc1ccc(F)cc1F)C(=O)NNC(=S)NCC1CCCO1 (configuration not stated)	-4	19	-13%	1	-0.1	13	-2	4	-0.3%
CC(C)NC(=O)COC(=O)c1ccccc1C(=O)c1ccccc1	1	3	-9%	1	-1.0	3	3	-1	2.8%
COc1ccc(CN2CCNC(=O)C2CC(=O)NCCCC2CCCC2)c(F)c1 (configuration not stated)	2	3	?	-2	-0.9	16	5	-11	3.0%
C=CCNC(=O)C12CCC(C)(C(=O)C1Br)C2(C)C (configuration not stated)	3	10	-17%	2	0.2	6	-3	8	0.5%
O=C(CN1CCN(Cc2ccccc2)C1=O)NCc1ccc(Cl)cc1	-2	-1	-5%	1	-0.5	-22	1	-3	-3.1%
Cc1cc(NCc2ccco2)n2c(nc3ccccc32)c1C#N	-6	5	218%[activator]	0	-0.5	-4	-10	11	5.6%
COc1ccc(C(=O)Nc2nc(N)n(-c3ccccc3)n2)cc1OC	14	6	-13%	1	0.5	1	-2	-6	-0.5%
Cc1cc(C)c(S(=O)(=O)Nc2ccc3oc(C)c(C(=O)OC(C)C)c3c2)cc1C	-3	-14	-5%	3	0.7	-9	0	-10	1.1%
Cc1cccc(N2C(S)=C(C#N)C(=O)NC2c2ccco2)c1 (configuration not stated)	8	6	-10%	1	0.4	-25	1	3	?
O=C(NCc1ccco1)C1CCCN(S(=O)(=O)c2ccccc2)C1 (configuration not stated)	-3	-12	-15%	2	-0.2	1	-3	11	2.6%
Cc1ccc(F)cc1NC(=O)Cn1c(C)cc(C)c(C#N)c1=O	13	3	4%	2	-1.0	10	0	-11	0.4%
Cc1ccc(NC(=O)CCOc2ccccc2C)cc1C	-1	-13	-4%	4	-1.8	-6	-9	-40	-0.1%
CCOC(=O)Cn1c(=O)n(CC(=O)OCC)c2ccccc21	-4	-16	3%	1	0.7	1	1	-4	0.6%
Cc1ccc(C(=O)NNC(=O)c2ccc(NC(=O)C(C)(C)C)cc2)cc1	-6	-4	?	2	0.8	11	-10	-6	-0.5%
CCCN(c1ccc(OCC)cc1)c1ncnc2nc[nH]c12	4	2	-5%	-1	-0.2	8	8	nt	0.8%
O=C1c2ccccc2C(=O)N1OCc1cccc(Cl)c1	4	nt	?	-1	-0.2	0	10	1	-1.7%
COc1ccc(CN2CCC(=O)N([C@H](CO)Cc3ccccc3)CC2)cc1OC	-5	7	0%	1	-0.2	5	-1	nt	-1.4%

Fetched by compound from the entries so far (four):
SMILES	TRHR enhancer	D2 potentiator	Anesthetic bind	D1 agonist	TRHR ag	D1 antagonist	D1 PAM	RXFP1 antagonist	RXFP1 ag
Cc1cc(C)c(S(=O)(=O)Nc2ccc3oc(C)c(C(=O)OC(C)C)c3c2)cc1C	-3	-14	-5%	3	0.7	-9	0	-10	1.1%
Cc1cc(NCc2ccco2)n2c(nc3ccccc32)c1C#N	-6	5	218%[activator]	0	-0.5	-4	-10	11	5.6%
C=CCNC(=O)C12CCC(C)(C(=O)C1Br)C2(C)C (configuration not stated)	3	10	-17%	2	0.2	6	-3	8	0.5%
CC(C)NC(=O)COC(=O)c1ccccc1C(=O)c1ccccc1	1	3	-9%	1	-1.0	3	3	-1	2.8%

Other records follow:
SMILES	TRHR enhancer	D2 potentiator	Anesthetic bind	D1 agonist	TRHR ag	D1 antagonist	D1 PAM	RXFP1 antagonist	RXFP1 ag
Cc1csc(NC(=O)/C=C/c2ccc3c(c2)OCO3)n1	2	-4	16%	10	0.1	41	-1	-3	2.4%
O=C(CSc1nc2ccccc2c(=O)n1-c1ccccc1)N1CCC1	-10	14	-8%	3	-0.2	-21	-5	-3	2.9%
CC1=NOC(=O)/C1=C\c1ccc(-c2ccc(Cl)cc2Cl)o1	-11	3	?	-1	-0.3	10	2	-37	-0.1%
O=C(CSc1n[nH]c(=O)n1Cc1ccco1)N1CCOCC1	-6	-4	9%	0	0.5	17	9	-4	-1.3%
CCOC(=O)C1(CC2CCCCO2)CCN(Cc2cccnc2)CC1 (configuration not stated)	-2	-4	-4%	0	1.6	3	0	-22	0.9%
Cc1nn2c(-c3ccc(Cl)cc3)ccnc2c1-c1ccccc1	7	-10	-4%	4	-0.3	4	1	-8	0.3%
CCOC(=O)c1sc2nccc(N(C)C)c2c1N=CN(C)C	0	-6	4%	2	-0.7	-26	-5	-2	-0.1%
Cc1cc(=O)oc2cc(NC(=O)COc3ccccc3[N+](=O)[O-])ccc12	1	12	nt	0	0.4	4	-9	4	1.4%
Cc1cc2nc(-c3cccc(NC(=O)c4ccc(Br)o4)c3C)oc2cc1C	-2	-28	-17%	15	-0.7	5	-3	-15	0.9%
Cc1cccc(S(=O)(=O)c2c(N)n(Cc3ccco3)c3nc4ccccc4nc23)c1	2	45*	51%[activator]	12	3.5	-2	0	-3	1.4%
CC1(NC(=S)Nc2ccc3ccccc3c2)CCS(=O)(=O)C1 (configuration not stated)	1	-22	-15%	2	0.9	-2	-3	9	0.9%
CC(C)N1CCN(Cc2ccncc2)CC1CCO (configuration not stated)	-6	-23	-5%	3	0.9	4	-4	2	0.6%
CN(CC(=O)Nc1ccccc1Br)C(=O)CCc1nc2ccccc2c(=O)[nH]1	3	-8	nt	2	-0.4	-2	-3	-2	0.4%
COC(=O)c1ccccc1-c1ccc(C=O)o1	9	8	-10%	1	0.0	6	-4	-27	6.4%
CCOC(=O)C1(Cc2cccc(OC)c2)CCN(Cc2cccc3c2OCO3)CC1	-9	-14	-16%	4	0.8	-10	3	-95*	0.5%
CN1C(=O)c2ccc(NC(=O)c3c(C(=O)O)cccc3[N+](=O)[O-])cc2C1=O	13	17	9%	7	0.1	20	5	3	0.4%
CC1CCCCC1NC(=O)/C(C#N)=C/c1ccc2c(c1)OCCO2 (configuration not stated)	11	-3	?	5	-0.1	21	-6	nt	5.0%
O=C(COC(=O)CC1CCCCC1)Nc1c(Cl)cccc1Cl	14	11	nt	3	0.7	-2	-1	3	-0.8%
Cc1c(NC(=S)NC(=O)C(C)(C)C)cccc1[N+](=O)[O-]	-3	-1	-4%	1	2.2	-3	-4	0	-0.3%
Cc1cc(NC(=O)C2C3C(=O)N(Cc4ccc(Cl)cc4)C(C(=O)NC(C)(C)C)C34C=CC2(C)O4)no1 (configuration not stated)	0	-9	-6%	1	-0.2	-13	-1	nt	0.1%
COc1ccc(CNC(=O)CC23CC4CC(CC(C4)C2)C3)cc1	-2	4	-7%	1	0.2	13	-7	-40	-2.4%
CCC(=O)Nc1cccc(NC(=O)CSc2nnc(-c3ccc(NS(C)(=O)=O)cc3)n2C)c1	12	2	6%	3	0.0	5	-4	1	1.0%
O=C(Nc1nnc(SCc2ccccc2Cl)s1)c1cccc([N+](=O)[O-])c1	0	1	-10%	11	0.8	-9	-11	-6	1.0%
CCCCCCOc1ccc(C2C(=O)N(C3CCCCC3)CC(=O)N2C2CCCCC2)cc1 (configuration not stated)	9	-11	-10%	-3	-0.4	4	-1	-18	-0.5%
CC1(C)C2CCC1(CS(=O)(=O)N1CCOCC1)C(=O)C2 (configuration not stated)	6	0	-10%	3	0.3	-13	-2	5	0.6%
COc1ccc(CCNC(=O)c2c(O)c3c([nH]c2=O)CCCC3)cc1	25	3	-7%	2	0.8	1	-2	3	0.7%
Cc1cc2occ(CC(=O)NC3CCCc4ccccc43)c2cc1C (configuration not stated)	11	nt	0%	3	0.2	1	2	4	-1.3%
CCC(C)NC(=O)C1CCN(c2nc(OC)nc(OC)n2)CC1 (configuration not stated)	1	-1	7%	0	0.3	-3	1	19	2.1%
CCCCn1c(-c2ccncc2)nc2c1c(=O)[nH]c(=O)n2CC(C)C	-1	-7	-8%	1	0.0	3	-3	-5	0.1%
CN(C)C(CNS(=O)(=O)c1ccc(Cl)cc1)c1cccnc1 (configuration not stated)	6	1	-8%	6	-0.4	-18	-1	-3	2.5%
CCOc1ccc(CCN2C(=O)CCC2(C)C(=O)NC(C)CC)cc1OCC (configuration not stated)	14	-14	-4%	1	-0.5	1	-6	-17	-1.3%
CCCSc1ccc2nc(-c3ccccc3)cn2c1	6	-3	-10%	1	0.1	15	3	2	1.1%
N#C/C(=C(/O)CSc1nnc(Cc2cccs2)n1C1CCCCC1)c1nc2ccccc2[nH]1	-7	-3	-21%	30	-0.2	2	-12	7	-0.2%
CN1CCN(S(=O)(=O)c2cccc(C(=O)NCCC3=CCCCC3)c2)CC1	-1	-3	nt	0	-0.1	-3	2	-2	0.9%
OCCn1c(-c2ccc3c(c2)OCO3)csc1=Nc1ccccc1	2	-6	-7%	1	0.1	-8	-8	-20	-0.9%

Screening data as filed in PubChem.
